Source: PubChem BioAssay
RAD54 inh: inhibitors of human RAD54 branch migration, primary screen, biochemical, fluorescence, single point. 360,000 compounds, 0.14% hits. DNA repair and recombination protein RAD54-like (Homo sapiens), Q92698. AID 602329, 2012. RAD54 Holliday junction branch migration, FAM/BHQ fluorescence. inhibition, % at 10.4 µM;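 active means mean normalized replicate activity at least 40 and at least half of replicates scoring 40 or more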;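 further: 0% = median of neutral control wells and 100% = median of positive control wells; inhibitors cause a drop in the FAM fluorescence signal; in these data hits start at about 50%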
esBAF inh: Bmi1 luciferase reporter increase in mESCs, primary screen, esBAF inhibitor project, mouse ES cells, Bmi1 luciferase knock-in, single point. reporter increase, % at 12.5 µM. 24 h; 100% = twice the neutral-well signal. 350,000 compounds, 2% hits; in the data active means activation above about 40%;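 further: 0% = median of the plate's neutral control wells and 100% = double that signal; a rise in the Bmi1 reporter signal indicates esBAF inhibition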
E-sel inducer: E-selectin induction in HUVECs, primary screen, imaging, HUVEC, immunofluorescence imaging, single point; P16581; normalized: neutral wells 0, TNF-alpha wells 100; activation, % at 7.58 µM; 260,000 compounds, 0.37% hits; AID 686992, 2013;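 active means mean E-selectin-positive cell signal at least 10% of the positive control, reached in at least 60% of replicates, without over 20% cell loss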;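 further: in these data hits start at about 27%; measured in HUVEC primary endothelial cells; signal is the percent of cells scored E-selectin positive by PE staining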
Target sequence (P16581 whole entry, looked up): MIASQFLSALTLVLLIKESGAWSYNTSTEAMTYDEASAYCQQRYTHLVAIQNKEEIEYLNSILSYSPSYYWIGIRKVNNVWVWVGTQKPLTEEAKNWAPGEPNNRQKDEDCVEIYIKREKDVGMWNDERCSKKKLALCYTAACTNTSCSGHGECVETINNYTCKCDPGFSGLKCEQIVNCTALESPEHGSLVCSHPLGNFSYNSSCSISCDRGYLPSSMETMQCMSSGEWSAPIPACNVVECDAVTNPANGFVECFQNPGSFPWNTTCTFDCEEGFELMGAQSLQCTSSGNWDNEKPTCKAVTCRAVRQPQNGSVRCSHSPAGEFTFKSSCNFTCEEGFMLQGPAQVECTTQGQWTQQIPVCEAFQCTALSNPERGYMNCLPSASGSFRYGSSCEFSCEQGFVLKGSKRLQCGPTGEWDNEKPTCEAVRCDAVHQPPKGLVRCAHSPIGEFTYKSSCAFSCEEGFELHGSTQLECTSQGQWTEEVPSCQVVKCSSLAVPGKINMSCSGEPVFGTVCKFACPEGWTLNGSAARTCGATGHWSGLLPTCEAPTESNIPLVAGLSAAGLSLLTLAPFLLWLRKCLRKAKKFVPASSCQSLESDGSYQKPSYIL
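Material: HUVEC primary endothelial cells; Amount: 3,000 cells per well; Dosing: single concentration; Medium: EGM-2 growth medium on 0.1% gelatin-coated wells; Read-out basis: percent E-selectin-positive cells; Signal: immunofluorescence imaging; Control set: TNF-alpha, DMSO.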
ARNT-TACC3 inh: disruptors of ARNT/TACC3 protein interaction, primary screen, biochemical, AlphaScreen, single concentration | Transforming acidic coiled-coil-containing protein 3 (Homo sapiens), Q9Y6A5 | AlphaScreen His-ARNT PAS-B/GST-TACC3 binding, luminescence; TACC3 fragment carries E629A point mutation | inhibition, % at 9.99 µM | 390,000 compounds, 0.66% hits | AID 623870, 2012;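 active means mean inhibition of replicates at least 50% and at least half of replicates each reaching 50%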;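 further: 0% = complete ARNT plus TACC3 wells and 100% = ARNT alone without TACC3; many hits fall short of the cut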
Casp6 inh: human caspase-6 inhibitors, primary screen, biochemical, VEID-R110 fluorescence, single point, set 2; inhibition, % at 12.5 µM; AID 686996, 2013; 350,000 compounds, 0.53% hits; purified caspase-6, Z-VEID-R110 cleavage fluorescence;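 active means mean inhibition across replicates at least about 35%, with every replicate also reaching that limit, limit read from the data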;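 further: 0% = median of neutral control wells and 100% = no fluorescence left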
PglD inh: C. jejuni PglD acetyltransferase inhibitors, primary screen, biochemical, DTNB colorimetric, single point; purified PglD enzyme, DTNB colorimetric CoA detection; 360,000 compounds, 0.098% hits; inhibition, % at 12.5 µM; UDP-N-acetylbacillosamine N-acetyltransferase PglD (Campylobacter jejuni); in the data active means inhibition above about 16%, passing the limit was not always enough; further: strong numbers were not always called active
ERp5 inh: inhibitors of ERp5-driven insulin aggregation, primary screen, biochemical, turbidity, absorbance 650 nm, single point | 350,000 compounds, 0.05% hits | Protein disulfide-isomerase A6 (Homo sapiens), Q15084 | inhibition, % at 9.99 µM | 90 min | AID 651711, 2012;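 active means mean replicate inhibition above about 25%, with every replicate also reaching it, limit read from the data, passing the limit was not always enough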
RAD52 anneal inh: RAD52 DNA annealing inhibitors, primary screen, biochemical, FRET, single point, set 2. DNA repair protein RAD52 homolog (Homo sapiens), P43351. recombinant RAD52 DNA annealing, FRET fluorescence. inhibition, % at 18.7 µM. 360,000 compounds, 0.46% hits;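 active means every replicate showing at least 50% inhibition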
Target sequence (P43351 whole entry, looked up): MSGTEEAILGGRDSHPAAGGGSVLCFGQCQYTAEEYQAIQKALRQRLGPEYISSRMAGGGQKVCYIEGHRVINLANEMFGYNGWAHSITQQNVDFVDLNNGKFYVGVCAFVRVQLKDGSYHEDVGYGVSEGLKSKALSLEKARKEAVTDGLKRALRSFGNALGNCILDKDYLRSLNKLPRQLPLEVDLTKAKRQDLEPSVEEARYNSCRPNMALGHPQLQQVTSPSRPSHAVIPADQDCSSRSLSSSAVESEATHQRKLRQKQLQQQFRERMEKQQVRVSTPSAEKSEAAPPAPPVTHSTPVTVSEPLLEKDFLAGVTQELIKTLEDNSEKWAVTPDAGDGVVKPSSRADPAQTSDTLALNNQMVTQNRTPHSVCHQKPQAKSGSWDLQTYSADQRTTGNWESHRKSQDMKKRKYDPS
An asterisk follows results filed as active; / = not tested or not shown; & = joins results of further samples.

SMILES | RAD54 inh | esBAF inh | E-sel inducer | ARNT-TACC3 inh | Casp6 inh | PglD inh | ERp5 inh | RAD52 anneal inh
CC(C)(C)C(=O)Nc1ccnn1C1CCN(C(=O)c2cccc(Cl)c2)CC1 | 8 | -1 | 0.5 | -2 | -1 | 1 | -12 | -11
COc1cccc(OC)c1NC(=O)C1CCCN1C(=O)NCc1ccccc1 (centres undefined) | -12 | 0 | / | -5 | / | -2 | / | /
CCCCn1c(N)c(N(CC(C)C)C(=O)COC(=O)Cc2cccc(OC)c2)c(=O)[nH]c1=O | 2 | / | / | -4 | 11 | -2 | 1 | -4
CCN1CCN(C(=O)CN(c2ccc(F)c(Cl)c2)S(C)(=O)=O)CC1 | / | / | / | 4 | -2 | / | -3 | -14
C[C@@H]1CCCCO[C@H](CN(C)C(=O)Cc2ccccc2)[C@H](C)CN([C@@H](C)CO)C(=O)c2cc(NC(=O)CCC(F)(F)F)ccc2O1 | 1 | -1 | / | -2 | / | -2 | / | /
Nn1c(SCC(=O)Nc2ccc3c(c2)OCO3)nncc1=O | 0 | / | 0.0 | 0 | -4 | 4 | -2 | -3
C[C@@H]1CCCCO[C@H](CN(C)S(=O)(=O)c2ccc(Cl)cc2)[C@@H](C)CN([C@@H](C)CO)C(=O)c2cc(NS(=O)(=O)c3ccc(Cl)cc3)ccc2O1 | / | / | 0.2 | / | -1 | / | -3 | -3
COc1ccccc1N1CCN(S(=O)(=O)CCNC(=O)c2cc(OC)c(OC)c(OC)c2)CC1 | 4 | -6 | / | 4 | -2 | 1 | 0 | 0
C[C@H]1NC(=O)[C@]2(C)[C@@H](c3ccccc3)[C@H]3COc4ccccc4[C@@H]3N2C1=O | -7 | -7 | 0.0 | -1 | -5 | -16 | -2 | -3
CCC(=O)N1CC(=O)N2[C@H](CO)[C@@H](c3ccc(C#CC4CCCC4)cc3)[C@H]2C1 | / | / | 0.2 | / | 2 | / | -1 | 1
O=C(C[C@H]1C(=O)N(c2ccc(F)c(F)c2)C[C@@H]1Cc1ccccc1)Nc1ccccc1 | 5 | -7 | / | 17 | 1 | 0 | -1 | -15
CC(=O)Nc1ccc2nc(NC(=O)c3ccc([N+](=O)[O-])o3)sc2c1 | 6 | 12 | -0.1 | 5 | 0 | -1 | -3 | -25
C[C@@H]1CCCCO[C@@H](CN(C)Cc2ccccc2)[C@H](C)CN([C@H](C)CO)C(=O)c2cc(NC(=O)c3ccccc3)ccc2O1 | 4 | -8 | / | 3 | / | -1 | / | /
COc1cccc(S(=O)(=O)N[C@H]2CC[C@@H](CCn3cc(-c4ccccc4)nn3)O[C@@H]2CO)c1 | -9 | 2 | -1.3 | 3 | -3 | 2 | 10 | -5
Cc1ccc(-c2nc(NC(=O)c3ccc(S(=O)(=O)N(CCC#N)CCC#N)cc3)sc2-c2ccccc2)cc1 | -5 | -11 | / | / | -4 | -3 | 8 | -7
C[C@@H]1CN([C@H](C)CO)C(=O)c2cc(NC(=O)CCC(F)(F)F)ccc2O[C@H]1CN(C)Cc1ccccc1 | -26 | 1 | 0.4 | -7 | -1 | -5 | -10 | -3
CC1CCC(=C(C#N)C(=O)Nc2cccc(Cl)c2)CC1 (centres undefined) | -10 | 8 | / | -7 | / | -1 | / | /
Cc1ccc(-c2nnn(CC(=O)N(c3cccc(F)c3)C(C(=O)NC(C)(C)C)c3ccco3)n2)o1 (centres undefined) | -7 | -2 | / | -3 | 2 | -1 | 5 | 1
C=CCNS(=O)(=O)CC12CCC(CC1=O)C2(C)C (centres undefined) | -10 | -9 | / | -3 | / | -3 | / | /
CN1CCN(c2ccc(Cl)cc2NC(=O)C2COc3ccccc3O2)CC1 (centres undefined) | 14 | 4 | -0.4 | 8 | / | -2 | / | /
CCCn1c(C2CCCN2c2nc(-c3cccc(Br)c3)cs2)nc2cc(Cl)c(Cl)cc21 (centres undefined) | -2 | 5 | 0.1 | -16 | 3 | 6 | 6 | -19
CCS(=O)(=O)N1CCCCN2[C@H](CO)[C@H](c3ccc(-c4ccccc4F)cc3)[C@H]2C1 | -6 | -5 | -0.1 | -3 | -1 | -1 | -3 | 2
Cc1cccc(NC(=O)CSCC(=O)Nc2cc(S(=O)(=O)N3CCOCC3)ccc2OC(C)C)c1 | -1 | -1 | / | -4 | -1 | 0 | 1 | -18
COc1ccc(CN(C)C[C@@H]2Oc3c(NC(=O)c4ccncc4)cccc3C(=O)N([C@@H](C)CO)C[C@H]2C)cc1 | -10 | 3 | -2.8 | 7 | 4 | -2 | -5 | 2
O=S(=O)(N[C@@H]1CC[C@H](CCn2cc(C3CC3)nn2)O[C@H]1CO)c1ccc(Cl)cc1 | 2 | 2 | -0.3 | / | -1 | -2 | -2 | 2
CNC1=CC(=O)CC(c2ccccc2)C1 (centres undefined) | / | / | -0.1 | -2 | 0 | / | -2 | -9
O=C(Nc1c[nH]c(=O)[nH]c1=O)c1ccccc1Br | 6 | 0 | / | 10 | 1 | 3 | 3 | -13
COc1nccnc1NS(=O)(=O)c1ccc(NC(=S)NC(=O)c2ccc(F)cc2)cc1 | 4 | -1 | / | 9 | / | -3 | / | /
CCOC(=O)Cn1cnc2c(cnn2-c2ccc(OC)cc2)c1=O | -11 | 19 | / | 1 | -1 | 2 | -1 | -7
CCn1c(SCC(=O)N2CCOCC2)nc2sc3c(c2c1=O)CCCC3 | -11 | -8 | / | -3 | / | 2 | / | /
CN(C)CCN(C(=O)c1ccc2c(c1)OCCO2)c1nc2cc3c(cc2s1)OCO3 | 34 | 16 | 0.1 | 7 | 4 | -7 | 1 | 0
COc1ccc(OCCC(=O)c2ccc(OC)cc2)cc1 | 18 | -5 | 0.7 | -10 | 1 | 3 | -5 | -19
CC(C)CC#Cc1ccc2c(c1)O[C@H](CN(C)C(=O)Nc1ccccc1)[C@@H](C)CN([C@H](C)CO)S2(=O)=O | -3&-1&-2 | 10&4&-2 | -0.1&0.0 | 0&3 | 2&2&0 | -10&-3&0 | -3&2&-2 | -3&3&19
COc1cc(/C=C2/C(=O)NN(c3ccc(Cl)cc3)C2=O)cc(Br)c1O | 0 | -3 | 0.6 | -13 | 81* | 12 | 1 | -10
COc1ccc(NC(=S)NCc2ccc(S(N)(=O)=O)cc2)c(OC)c1 | / | / | 4.6 | / | -2 | / | 1 | -10
COc1ccc(C(NC(=O)c2cc(OC)ccc2OC)c2ccccc2)cc1 (centres undefined) | -10 | -3 | / | 0 | -1 | -2 | 0 | 1
O=C(NCCc1ccccn1)c1c(-c2ccccc2)sc2ccccc12 | -2 | -14 | 0.0 | -1 | 1 | 1 | -1 | -49
COc1ccc(NC(=O)c2cc(-c3ccco3)nc3ccccc23)cc1 | / | / | / | -6 | 5 | / | 3 | -34
CSc1cccc(NC(=O)Nc2nc3c(C)cccc3s2)c1 | 3 | -5 | 2.7 | 4 | 0 | -3 | 4 | -12
Cc1ccc(N2CCN(CC3CC=CCC3)CC2)cc1 (centres undefined) | -1 | 2 | / | 7 | / | -3 | / | /
CNC(=O)c1ccc(Nc2nnc(C)c3ccccc23)cc1 | -2 | -2 | / | 12 | -4 | -3 | -1 | 2
Cc1ccccc1C(=O)Nc1ccccn1 | 9 | 5 | -0.1 | -5 | / | 2 | / | /
Cc1c(C)n2c(SCC(=O)Nc3cccc4ccccc34)nnc2[nH]c1=O | 0 | -1 | -0.1 | 0 | 0 | 0 | 3 | -3
Cc1cc2[nH]c(=O)c(=O)[nH]c2cc1S(=O)(=O)NCc1ccccc1 | -13 | 5 | 0.0 | 7 | 1 | 5 | -9 | -3
O=C(Nc1ccccc1-c1ccccc1)c1cc(C(F)(F)F)cc(C(F)(F)F)c1 | 8 | / | 0.8 | 0 | / | -2 | / | /

4 compounds already listed, sorted by molar mass, falling.
SMILES | RAD54 inh | esBAF inh | E-sel inducer | ARNT-TACC3 inh | Casp6 inh | PglD inh | ERp5 inh | RAD52 anneal inh
COc1cc(/C=C2/C(=O)NN(c3ccc(Cl)cc3)C2=O)cc(Br)c1O | 0 | -3 | 0.6 | -13 | 81* | 12 | 1 | -10
O=C(Nc1ccccc1-c1ccccc1)c1cc(C(F)(F)F)cc(C(F)(F)F)c1 | 8 | / | 0.8 | 0 | / | -2 | / | /
O=C(NCCc1ccccn1)c1c(-c2ccccc2)sc2ccccc12 | -2 | -14 | 0.0 | -1 | 1 | 1 | -1 | -49
COc1ccc(NC(=O)c2cc(-c3ccco3)nc3ccccc23)cc1 | / | / | / | -6 | 5 | / | 3 | -34

Later entries:
SMILES | RAD54 inh | esBAF inh | E-sel inducer | ARNT-TACC3 inh | Casp6 inh | PglD inh | ERp5 inh | RAD52 anneal inh
COc1ccc(NS(=O)(=O)c2cc(NC(=O)c3cnccn3)ccc2N2CCCC2)cc1 | 3 | 4 | 1.3 | 0 | 3 | -1 | 0 | 0
O=C(Nc1ccc(C(F)(F)F)cc1)N[C@H]1C=C[C@@H](CC(=O)N2CCCCC2)O[C@@H]1CO | -11 | -2 | -0.2 | 40 | -2 | 0 | 0 | 10
COCC(=O)Nc1ccc2c(c1)OC[C@H](C)N(C(=O)NC(C)C)C[C@H](C)[C@@H](OC)CN(C)C2=O | / | / | 0.1 | / | 0 | / | 2 | -4
CCOC(=O)N1CCN(S(=O)(=O)c2ccc(C(=O)NNc3nc4c(C)cc(C)cc4s3)cc2)CC1 | 2 | -8 | 1.9 | / | -2 | -2 | -6 | -20
CCn1cnc2cc(NCc3cccs3)ccc21 | -7 | 31 | / | 11 | -2 | 3 | 3 | -6
COc1cccc(OC)c1C(=O)Nc1cccc(-c2ccc(N3CCOCC3)nn2)c1 | 6 | 4 | / | 12 | 7 | -7 | -3 | -14
CCOC(=O)N1CCN(C(=O)CSCc2ccccc2Cl)CC1 | 1 | 28 | / | / | -4 | 5 | 0 | -10
Cc1ccccc1S(=O)(=O)N[C@H]1CC[C@@H](CCn2cc(-c3ccccc3)nn2)O[C@@H]1CO | -14 | -13 | -0.2 | / | 2 | 1 | -1 | 6
C[C@@H]1CN([C@@H](C)CO)C(=O)c2cc(C#Cc3ccccc3)cnc2O[C@H]1CN(C)C(=O)c1ccccc1F | 2&-1&-1 | 10&-5&4 | -0.1&0.0 | 0&1 | 5&-2&-1 | -2&0&-2 | -1&1&3 | -3&6&6
O=C(C1CCCCC1)N1[C@H](CO)[C@@H]2c3ccccc3NC[C@@H]21 | 9 | -3 | 0.2 | 8 | 3 | 3 | -2 | -1
COc1ccc(S(=O)(=O)N(C)C[C@H]2OCCCC[C@@H](C)Oc3ccc(NS(=O)(=O)c4ccc(C)cc4)cc3C(=O)N([C@@H](C)CO)C[C@H]2C)cc1 | -7 | 0 | 0.1 | -1 | 2 | 1 | -3 | -62
c1ccc(CCSc2nccn2-c2ccccc2)cc1 | 5 | 30 | / | 26 | / | -1 | / | /
O=C(C[C@H]1C[C@@H]2c3cc(NC(=O)NC4CCCC4)ccc3O[C@@H]2[C@H](CO)O1)NC1CCCCC1 | 0 | 0 | 1.3 | -5 | 0 | -1 | 8 | 5
Cc1nc(-c2cc(C#N)c(=O)[nH]c2C)cs1 | -3 | / | / | -2 | -1 | 1 | 5 | -8
CC1Sc2ccc(C(=O)NCc3ccccc3Cl)cc2NC1=O (centres undefined) | -1 | 13 | 0.8 | 6 | -1 | -4 | -2 | -22
S=C(Nc1ccccc1)Nc1nc2ccccc2n1CCOc1ccccc1 | -10 | 13 | / | -2 | / | -4 | / | /
